STEP block: blocks human striatal-enriched tyrosine phosphatase; recombinant STEP, OMFP fluorogenic substrate, fluorescence; P54829; actives 0.25% (n = 360,000); inhibition, % at 20 µM;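 active = inhibition at 20 µM, scaled per plate between control wells, above about 37%, limit read from the data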;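 also: 0% = DMSO with enzyme and substrate and 100% = substrate only without enzyme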
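medium = Bis-Tris buffer pH 6.0, 2.5 mM DTT, 0.005% Tween 20 | test system = STEP (striatal-enriched tyrosine phosphatase) enzyme, cell-free | measure = normalized % inhibition | compound dosing = 20 µM, 1% DMSO | also added = 25 µM OMFP | schedule = reaction 20 min, ambient temperature | measured by = fluorescence read at 480 nm ex / 540 nm em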
Tb MetRS inh: blocks T. brucei methionyl-tRNA synthetase activity; purified T. brucei MetRS, ATP depletion, Kinase-Glo luminescence; inhibition, % at 11.9 µM; actives 0.4% (n = 360,000); AID 624268;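 active = inhibition above a per-plate cutoff of the control wells' mean inhibition plus 3 SD, cut at about 5.5% in these data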;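 also: 0% = DMSO wells median and 100% = median of wells with control inhibitor compound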
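System: purified T. brucei MetRS enzyme / Detection: Kinase-Glo luciferase luminescence reporting remaining unconsumed ATP / Medium: HEPES buffer with MgCl2, KCl, DTT, spermine, BSA, pyrophosphatase / Replication: singlicate, one well per compound / Evaluation: percent inhibition relative to median high and low control wells / Schedule: 2 h aminoacylation at 25 °C after 15 min preincubation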
CendR NRP1 mod: modulators of CendR peptide binding to human neuropilin-1 | actives 0.85% (n = 360,000) | inhibition, % at 25 µM | FAM-RPARPAR peptide binding to NRP-1, fluorescence polarization | AID 602438 | O14786;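 active = inhibition or corrected inhibition above about 18%, plus a signal ratio from 0.5 to 1.5, limit read from the data, passing the limit was not always enough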; also: strong numbers were not always called active
Target sequence (O14786 whole entry, looked up): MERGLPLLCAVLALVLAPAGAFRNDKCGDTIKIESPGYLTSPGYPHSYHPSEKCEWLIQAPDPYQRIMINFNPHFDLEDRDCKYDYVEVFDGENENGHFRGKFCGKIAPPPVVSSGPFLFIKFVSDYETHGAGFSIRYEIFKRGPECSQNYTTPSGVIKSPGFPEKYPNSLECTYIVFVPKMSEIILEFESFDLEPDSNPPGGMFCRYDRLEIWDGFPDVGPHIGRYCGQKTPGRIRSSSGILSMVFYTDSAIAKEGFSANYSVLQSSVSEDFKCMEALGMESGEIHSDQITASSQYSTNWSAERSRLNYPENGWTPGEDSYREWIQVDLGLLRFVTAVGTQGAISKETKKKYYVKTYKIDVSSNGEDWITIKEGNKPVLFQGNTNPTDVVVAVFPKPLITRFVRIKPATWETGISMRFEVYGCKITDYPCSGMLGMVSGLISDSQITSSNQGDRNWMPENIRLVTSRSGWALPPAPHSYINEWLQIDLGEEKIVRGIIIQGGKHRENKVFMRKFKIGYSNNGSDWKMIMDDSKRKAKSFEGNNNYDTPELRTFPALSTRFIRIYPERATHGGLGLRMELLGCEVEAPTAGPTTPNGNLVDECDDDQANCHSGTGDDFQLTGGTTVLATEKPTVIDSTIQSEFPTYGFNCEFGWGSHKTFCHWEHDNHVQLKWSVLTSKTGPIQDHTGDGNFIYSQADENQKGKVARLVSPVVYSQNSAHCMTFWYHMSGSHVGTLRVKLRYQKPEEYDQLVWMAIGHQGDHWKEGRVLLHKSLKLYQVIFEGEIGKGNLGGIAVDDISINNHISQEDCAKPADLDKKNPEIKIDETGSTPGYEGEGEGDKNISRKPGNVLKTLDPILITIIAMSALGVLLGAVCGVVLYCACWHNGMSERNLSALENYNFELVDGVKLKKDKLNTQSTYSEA
Neddyl block: inhibitors of human cullin neddylation; AID 651699; calls only at 25 µM; TR-FRET cullin neddylation, biochemical; actives 0.58% (n = 360,000); P61081+Q13564; in the data active = inhibition above about 36%
NadD inh: NadD (S. aureus) enzyme inhibition; purified NadD enzyme, colorimetric absorbance read-out; inhibition, % at 20 µM; actives 0.78% (n = 360,000); AID 602399; in the data active = inhibition above about 26%; also: some compounds past the cut are filed as inactive
DNMT1 inh: blocks human DNA methyltransferase DNMT1 | inhibition (reported as % activation of signal), % at 10 µM | actives 0.83% (n = 360,000) | DNMT1 molecular beacon, Hinp1I cleavage, fluorescence; in the data active = inhibition above about 50%
Scp1 inh: Scp-1 (human) phosphatase inhibition; Recombinant Scp1, phosphopeptide, malachite green phosphate absorbance; actives 0.88% (n = 340,000); Q9GZU7; inhibition, % at 20 µM;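 active = inhibition above about 50% at 20 µM, limit read from the data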;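 also: plate controls were DMSO wells with enzyme for no effect and wells lacking enzyme for full effect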
Target sequence (Q9GZU7 76-261 limits assumed): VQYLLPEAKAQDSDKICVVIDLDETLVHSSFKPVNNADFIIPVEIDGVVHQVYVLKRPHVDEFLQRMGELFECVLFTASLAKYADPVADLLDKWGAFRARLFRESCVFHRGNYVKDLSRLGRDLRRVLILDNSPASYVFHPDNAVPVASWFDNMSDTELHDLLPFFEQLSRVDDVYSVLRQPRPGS
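assay system = SCP-1 phosphatase catalytic domain, residues 76-261 | buffer or medium = 50 mM Tris acetate pH 5.5, 0.005% Tween-20, 10 mM MgCl2 | incubation = enzyme reaction 45 min at room temperature, colour 5 min, stabilisation 30 min | signal = Phosphate-binding colour reagent, absorbance read at 630 nm | measure = % inhibition at 20 µM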
SUMO1 PPI mod: SUMO1-SIM interaction modulation | P63165 | SUMO1 binding to a labelled peptide, TR-FRET, 1 h | inhibition, % at 20 µM | actives 0.33% (n = 360,000); in the data active = inhibition above about 37%
SKN-1 block: blocks SKN-1 activity in C. elegans | actives 0.49% (n = 360,000) | AID 624304 | C. elegans VP596 Pgst-4::GFP/RFP ratio, acrylamide-induced, 24 h | inhibition, % at 21.8 µM;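 active = interference check ratio from 0.5 to 1.5 plus GFP to RFP signal ratio inhibition reaching or exceeding a fixed threshold, cut at about 30% in these data, passing the limit was not always enough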; also: some compounds called inactive have numbers as strong as hits
LMPTP inh: LMPTP (human) inhibition | P24666 | actives 0.22% (n = 360,000) | recombinant LMPTP-A, OMFP fluorogenic substrate, fluorescence intensity | inhibition, % at 20 µM;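 active = compounds that cut the enzyme signal by at least half of the control window in the single-dose screen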;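 also: plate controls were DMSO wells with enzyme plus substrate for no effect and substrate without enzyme for full effect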
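Test system: LMPTP-A, protein tyrosine phosphatase of low molecular weight; Input: 0.625 nM enzyme; Incubation: 50 min dark incubation at room temperature; Signal: endpoint fluorescence intensity from OMFP dephosphorylation; Read-out basis: % inhibition versus control wells.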
The depositor's hits bear a star; i = inactive; . = no result given.

1. COc1ccc(C2C(C#N)=C(N)SC(N)=C2C#N)cc1OC
2. OC(CCN1CC2CCC(CC2)C1)(Cc1ccccc1)c1ccco1 (centres undefined)
3. CCN(CCO)c1ccc(Nc2cc(-c3ccc(-c4ccccc4)cc3)ncn2)cc1
4. Cc1nc(SCC(=O)OCc2ccccc2)c(C#N)c(-c2ccccc2)c1C(=O)Nc1ccccc1
5. Cc1ccc(CN2C(=O)S/C(=C\c3ccccc3OCC(=O)O)C2=O)cc1
6. CN(C(=O)C1CCCO1)c1nnc(-c2ccccn2)s1 (centres undefined)
Compound,1,2,3,4,5,6
STEP block,-19,0,-2,3,4,-1
Tb MetRS inh,-0.8,-0.1,0.1,-0.1,-0.7,-1.1
CendR NRP1 mod,128,7,-3,-15,-11,6
Neddyl block,i,i,i,i,i,i
NadD inh,5,4,4,1,-2,-1
DNMT1 inh,-2,-3,-5,-2,3,0
Scp1 inh,-21,-3,.,-19,-12,-2
SUMO1 PPI mod,-131,-4,1,-3,-18,1
SKN-1 block,19,8,-4,8,24,-26
LMPTP inh,5.4,-1.0,-1.5,4.5,-0.6,-1.6

7. CCN1C(=O)C2(/C(=C(\O)c3ccc4c(c3)OCCO4)C(=O)C(=O)N2CCCOC)c2ccccc21 (centres undefined)
8. CC(=O)Nc1ccc(S(=O)(=O)NCC2CCC(C(=O)N3CC(C)CC(C)C3)CC2)cc1 (centres undefined)
9. O=C(COC(=O)c1ncc(Cl)c(Cl)c1Cl)c1ccc(Cl)s1
10. Cc1cc(C(C)(C)C)c(O)c(C)c1CC1=NCCN1
11. CCCCc1c(O)nc(SCC(=O)N2CCOCC2)n(-c2ccccc2C)c1=O
12. CN1CCN(C(=O)CCN2C(=O)c3ccccc3S2(=O)=O)CC1
Compound,7,8,9,10,11,12
STEP block,-2,-2,2,1,-1,1
Tb MetRS inh,-1.1,-1.2,-0.5,-0.1,-0.8,-0.3
CendR NRP1 mod,-6,6,8,-2,24,11
Neddyl block,i,i,i,i,i,i
NadD inh,2,-4,-4,-3,-1,-4
DNMT1 inh,3,1,6,4,-3,0
Scp1 inh,0,-9,-12,-1,2,1
SUMO1 PPI mod,3,-5,-2,2,1,-3
SKN-1 block,-11,19,-1,0,7,-13
LMPTP inh,-1.5,0.8,2.3,-1.2,0.0,-5.6

3 consecutive records already listed, for reference:
10. Cc1cc(C(C)(C)C)c(O)c(C)c1CC1=NCCN1
11. CCCCc1c(O)nc(SCC(=O)N2CCOCC2)n(-c2ccccc2C)c1=O
12. CN1CCN(C(=O)CCN2C(=O)c3ccccc3S2(=O)=O)CC1
Compound,10,11,12
STEP block,1,-1,1
Tb MetRS inh,-0.1,-0.8,-0.3
CendR NRP1 mod,-2,24,11
Neddyl block,i,i,i
NadD inh,-3,-1,-4
DNMT1 inh,4,-3,0
Scp1 inh,-1,2,1
SUMO1 PPI mod,2,1,-3
SKN-1 block,0,7,-13
LMPTP inh,-1.2,0.0,-5.6

Additional records follow.
13. CC(C)CN(Cc1cc(=O)oc2cc(-c3ccccc3)c(O)cc12)CC(C)C
14. CCOc1ccc(/C=N/n2nnnc2N)cc1O
15. CCOC(=O)C1=C(O)/C(=C/c2cccc(OC)c2O)N=C1C
16. CCOCCn1cnc2sc(C(=O)NCCCN3CCOCC3)c(C)c2c1=O
17. CCOC(=O)c1cc2c(=O)n3ccccc3nc2n(CCCOC)c1=NC(=O)C(C)(C)C
18. COc1ccc(-c2nc3ccccc3c(=O)n2NC(=O)Cc2ccccc2)cc1
Compound,13,14,15,16,17,18
STEP block,0,1,4,0,-1,-4
Tb MetRS inh,1.5,-0.1,-0.2,0.1,-0.5,-0.6
CendR NRP1 mod,10,-2,3,7,-10,14
Neddyl block,i,i,i,i,.,i
NadD inh,3,-4,4,0,5,-10
DNMT1 inh,-9,-2,4,1,0,5
Scp1 inh,-11,-2,-2,-4,-11,-9
SUMO1 PPI mod,-2,-11,-33,-3,-16,-2
SKN-1 block,-5,-2,13,15,20,12
LMPTP inh,0.8,-1.6,0.5,0.8,-0.2,-0.9

19. O=c1oc2ccccc2c2c1C(O)CO2 (centres undefined)
20. Nc1sccc1C(=O)NCc1ccccc1
21. CCCn1c(=N)n(CC(=O)c2cccs2)c2ccccc21
22. COc1ccc(CN2CC(C(=O)NCCCN3CCN(C)CC3)CC2=O)cc1 (centres undefined)
23. COc1ccc(NC(=O)NNc2cc(N3CCOCC3)nc(N3CCOCC3)n2)cc1
24. CCCCSc1cc(C)nc(N)n1
Compound,19,20,21,22,23,24
STEP block,-4,.,0,5,-2,-2
Tb MetRS inh,-1.1,-0.8,0.3,-0.7,0.4,-0.7
CendR NRP1 mod,3,-28,-10,8,12,4
Neddyl block,i,i,i,i,i,i
NadD inh,-4,.,1,1,-1,-3
DNMT1 inh,2,.,1,3,-7,2
Scp1 inh,-7,.,-3,-3,3,-13
SUMO1 PPI mod,3,-6,-3,-3,7,-2
SKN-1 block,-5,39*,-5,-2,17,0
LMPTP inh,-1.7,31,-0.1,-7.1,1.1,0.0

25. CCC(NC(=O)c1cc(COc2ccc(Cl)cc2OC)on1)c1ccncc1 (centres undefined)
26. O=C(Cc1c(O)c2ccccc2oc1=O)c1ccc(F)cc1
27. COc1cc(NC(=O)c2ccc(C)cc2)c(OC)cc1NC(=O)CN1CCOCC1
28. CCOc1ccc(CNCCc2ccc(S(N)(=O)=O)cc2)cc1
29. COC(=O)c1cc(C)sc1NC(=O)CCCC(=O)O
30. CC1C(c2ccc3c(c2)OCO3)c2cc3c(cc2OC1N1CCOCC1)OCO3 (centres undefined)
Compound,25,26,27,28,29,30
STEP block,2,0,0,-2,2,1
Tb MetRS inh,-0.2,-0.1,0.7,-0.4,-0.9,-0.5
CendR NRP1 mod,3,5,-4,7,-4,3
Neddyl block,i,i,i,i,i,i
NadD inh,-4,-3,1,-3,-5,7
DNMT1 inh,-1,18,-2,0,4,-2
Scp1 inh,-3,-8,-3,-1,-7,-5
SUMO1 PPI mod,-3,1,2,3,0,-1
SKN-1 block,23,-7,7,-6,-1,-1
LMPTP inh,0.3,-0.1,-0.5,-0.4,0.1,1.3

Looked up above:
Tb MetRS inh with CCOc1ccc(CNCCc2ccc(S(N)(=O)=O)cc2)cc1 is entered as -0.4
STEP block with O=C(Cc1c(O)c2ccccc2oc1=O)c1ccc(F)cc1 is entered as 0

New compounds follow
31. CCOC(=O)N1CCN(C(=O)Cn2cc3c(n2)CCCC3)CC1
32. CCOC(=O)CSc1nc(C)c(C(C)=O)cc1C(N)=O
33. O=C(c1ccccc1)c1cccn1CC(=O)N1CCN(c2ccc(F)cc2)CC1
34. Cc1cc(C)c(-c2csc(NC(=O)/C=C/c3cccs3)n2)c(C)c1
35. Cc1nc(-c2ccc(S(=O)(=O)NCC3CCN(C(=O)OC(C)(C)C)CC3)s2)cs1
36. Cc1cc(NC(=O)Cn2nnc3sc4c(c3c2=O)CCCC4)no1
Compound,31,32,33,34,35,36
STEP block,-4,0,-5,0,-1,1
Tb MetRS inh,-0.4,-0.2,-1.1,-1.3,-0.3,-0.7
CendR NRP1 mod,1,8,-4,-7,5,2
Neddyl block,i,i,i,i,i,i
NadD inh,0,4,1,7,-5,-4
DNMT1 inh,1,-1,1,-5,-2,-1
Scp1 inh,-6,1,-10,3,-3,-2
SUMO1 PPI mod,3,1,11,1,-12,-19
SKN-1 block,1,2,-5,3,-4,-7
LMPTP inh,-0.3,-1.3,-0.1,1.5,2.1,0.9

37. Cc1cc(NC(=O)Nc2ccc(F)cc2)no1
38. O=C(NNC(=O)c1ccccc1O)c1ccc(S(=O)(=O)Nc2ccccc2F)cc1
39. CC(=O)Nc1ccc(NC(=O)CSc2nc3ccccc3o2)cc1
40. COc1ccc(-c2nnn(Cc3ccccc3)n2)cc1
41. COc1ccc([C@H]2CC(=O)C=C(c3cc(C(F)(F)F)cc(C(F)(F)F)c3)C2)cc1
42. CCCCc1ccc(NC(=O)N2CCN(c3cc(C)nc4ccccc34)CC2)c(C)c1
Compound,37,38,39,40,41,42
STEP block,-1,-1,0,1,5,-1
Tb MetRS inh,-0.6,0.2,0.3,-0.3,-0.2,-1.0
CendR NRP1 mod,8,-16,3,8,1,0
Neddyl block,i,i,i,i,i,i
NadD inh,3,2,-3,-5,7,-1
DNMT1 inh,0,-1,3,5,2,-9
Scp1 inh,-6,-7,8,-12,-2,6
SUMO1 PPI mod,3,17,-3,4,5,1
SKN-1 block,5,9,2,-15,-10,-1
LMPTP inh,0.5,0.4,-1.5,1.5,2.8,45

43. O=C(Nc1ccc2oc(-c3ccccc3Cl)nc2c1)c1ncn[nH]1
44. O=C(Nc1ccc(C2CCCCC2)cc1)C1CCCN(c2ncccn2)C1 (centres undefined)
45. CCOc1ccc(C(=O)NCCCN2CCOCC2)cc1OCC
46. CC(C(=O)Nc1c2c(cc3c1CCC3)CCC2)N1CCCC1 (centres undefined)
47. COc1ccc(NC(=O)c2cnc(C)cn2)cc1-n1cnnn1
48. CCCCN1CN(Cc2ccco2)CNC1=S
Compound,43,44,45,46,47,48
STEP block,0,-2,3,1,5,-3
Tb MetRS inh,-0.8,-0.3,0.8,-0.6,-0.1,-1.2
CendR NRP1 mod,-22,2,5,8,4,5
Neddyl block,i,i,i,i,i,i
NadD inh,9,5,2,2,-4,-2
DNMT1 inh,2,11,-1,-4,-3,-2
Scp1 inh,11,6,-7,-7,-2,2
SUMO1 PPI mod,3,-3,3,-3,-4,-3
SKN-1 block,2,-27,4,13,0,-5
LMPTP inh,-0.1,-2.2,-5.2,-2.6,0.1,-0.4

49. COC(C(=O)NC(C(C)C)C(C)C)c1ccccc1 (centres undefined)
50. COc1ccc(OC)c(/C=N/NC(=O)c2cc(-c3ccc(C)o3)nc3ccccc23)c1
51. CC(=O)N1CCc2cc(S(=O)(=O)NC(C(=O)Nc3ccc4c(c3)OCCO4)C(C)C)ccc21 (centres undefined)
52. COCCCN1C(=O)c2ccc(C(=O)O)cc2C1=O
53. CC(C)(C)n1nnnc1C(c1cccnc1)N1CCN(c2ccccn2)CC1 (centres undefined)
54. CCc1ccc(C(=O)COC(=O)c2cccnc2Cl)cc1
Compound,49,50,51,52,53,54
STEP block,-3,4,0,2,0,0
Tb MetRS inh,-0.9,0.4,-1.2,-0.3,-0.6,-1.4
CendR NRP1 mod,-1,-1,8,5,-12,-6
Neddyl block,i,.,i,i,i,i
NadD inh,-3,22,0,-1,-7,-4
DNMT1 inh,2,11,5,6,-1,-2
Scp1 inh,1,12,-2,-4,-1,-1
SUMO1 PPI mod,1,1,-1,-5,-3,5
SKN-1 block,-2,9,3,9,4,-10
LMPTP inh,-0.6,1.8,-0.1,-2.4,-2.1,-0.7

Assay outcomes deposited in PubChem BioAssay by several laboratories.
